# HPDE-C7 viability – cytotoxicity in HPDE-C7 cells, cell-based, fluorescence, HTS (AID 430); HPDE-C7 pancreatic duct cells viability, fluorescence; higher % means a stronger effect; cytotoxicity, % at 10 µM; hits with a dose series show EC50 in µM; 1.8% of 63,000 active;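 further: cells exposed to compound for 48 hours before viability readout; 0% = vehicle and 100% = reference cytotoxic drug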
# KRASV12 cytotoxicity – cytotoxicity in KRAS-transformed pancreatic duct cells, primary screen, cell-based, fluorescence, HTS (AID 431) | 1.7% of 63,000 active | HPDE-C7K KRASV12 cells, Alamar Blue viability, 48 h; higher % means a stronger effect | cytotoxicity, % at 10 µM; hits with a dose series show EC50 in µM;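 active means compounds whose percent cytotoxicity in the single-dose primary screen, scaled between solvent and toxic-drug controls, exceeds 50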;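 further: 0% = DMSO solvent wells and 100% = doxorubicin-treated wells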
# Bfl-1 displacement – Bfl-1 inhibitors, primary screen, biochemical, fluorescence polarization, FITC-Bid, mouse (AID 432); FITC-Bid BH3 peptide fluorescence polarization displacement; higher % means a stronger effect; displacement, % at 20 µM, or IC50 in µM where a hit was titrated; 0.02% of 64,000 active; in the data active means a potency from the dose series; inactive means the rest, 99 in 100 with displacement below about 15%; further: strong numbers were not always called active
# TNAP inhibition – inhibition of tissue-nonspecific alkaline phosphatase – biochemical, luminescent (AID 518); 0.09% of 64,000 active; inhibition, % at 20 µM; hits with a dose series show IC50 in µM; purified TNAP enzyme, luminescent substrate readout; higher % means a stronger effect; in the data active means a potency from the dose series; inactive means the rest, 99 in 100 with inhibition below about 22%;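 further: plate controls were vehicle for no effect and reference inhibitor for full effect; many of its hits are not listed in these tables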
# PMK inhibit – blocks S. pneumoniae phosphomevalonate kinase | purified PMK, PK/LDH-coupled NADH absorbance 340 nm | inhibition, % at 10 µM | 0.49% of 65,000 active | AID 539;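 active means top-ranked compounds by inhibition in the single 10 µM screen, taking a fixed number of the strongest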;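 further: 0% = full reaction with DMSO carrier and 100% = background rate without enzyme reaction; no value below 0 was filed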
# DPM-DC inhibit – blocks S. pneumoniae diphosphomevalonate decarboxylase; purified DPM-DC, PK/LDH coupled NADH fluorescence; calls only at 10 µM; 0.49% of 65,000 active; AID 556;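 active means the 320 compounds with the highest percent inhibition in the single-dose primary screen, excluding strongly autofluorescent ones, cut at about 32% in these data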;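 further: kinetic rate of NADH fluorescence loss reporting ADP formed by the decarboxylase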
# Spn MK inh – S. pneumoniae mevalonate kinase inhibition; purified MK, PK/LDH-coupled NADH absorbance 340 nm; AID 555; inhibition, % at 10 µM; 0.48% of 65,000 active;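 active means ranked among the strongest by inhibition in the single 10 µM screen, a fixed top-ranked set picked for dose follow-up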; further: no value below 0 was filed
# HT1080 cytotoxicity – HT1080 cell viability loss – fluorescence readout (AID 620); HT1080 viability, fluorescence; higher % means a stronger effect; one-dose cytotoxicity, % at 10 µM; EC50 in µM for titrated hits; 0.42% of 87,000 active;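 further: cells exposed to compound overnight then 4 h with Alamar Blue; 0% = vehicle DMSO and 100% = killing control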
# LYP phosphatase – inhibition of human PTPN22 tyrosine phosphatase – biochemical, DiFMUP fluorescence, recombinant catalytic domain, 10 µM, primary screen (AID 606); recombinant LYP catalytic domain, DiFMUP fluorescence; higher % means a stronger effect; inhibition, % at 10 µM; hits with a dose series show IC50 in µM; 52,000 tested, under 10 active;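 active means IC50 under 40 µM in the dose-response test; inactive means IC50 of 40 µM or more, or never dose-tested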
# PMK inhibit pilot replicates – further read-out of PMK inhibit, marked with its call; inhibition, %; measured here: pilot screen replicates
# Spn MK inh pilot replicates – also measured in Spn MK inh; calls as there; inhibition, %; measured here: pilot screen replicates
# DPM-DC inhibit pilot screen % – second read-out of DPM-DC inhibit, no call of its own (marks repeat the call); inhibition, %; measured here: pilot screen trials
# * hit, by the source's call; i = inactive; / = not tested or not shown. Unless noted, no stated cut-off is given here; in the data, active means cytotoxicity above about 50%; inactive means the rest.
SMILES,HPDE-C7 viability,KRASV12 cytotoxicity,Bfl-1 displacement,TNAP inhibition,PMK inhibit,DPM-DC inhibit,Spn MK inh,HT1080 cytotoxicity,LYP phosphatase,others
CCN(CC)C(=O)CSc1nnc2sc3ccccc3n12,-2%,-19%,-5%,4%,11,i,0,-5%,1%,
COc1ccc(CCNS(=O)(=O)c2ccc(C(=O)NCc3ccco3)cc2)cc1OC,-13%,-3%,6%,15%,13,i,0,9%,3%,PMK inhibit pilot replicates=0.0;Spn MK inh pilot replicates=1.0;DPM-DC inhibit pilot screen %=0.0
COc1ccc(-c2cc(C(F)(F)F)n3ncc(C(=O)NCC4CCCO4)c3n2)cc1OC (centres undefined),-3%,2%,0%,4%,0,i,0,5%,/,
Cc1nn(CC(N)=O)c(=O)c2ccccc12,7%,-12%,-3%,11%,0,i,8,0%,1%,
O=c1c2[nH]c3ccc(Br)cc3c2ncn1CCCn1ccnc1,/,/,38%,6%,11,i,16,2%,/,
CCOc1ccccc1Nc1nnc(C)c(=O)[nH]1,-5%,-8%,-7%,5%,6,i,5,5%,/,
CSCCC1NC2(C(=O)Nc3ccc(Cl)cc32)[C@@H]2C(=O)N(C3CCCC3)C(=O)[C@H]12 (some centres undefined),6%,14%,0%,12%,7,i,9,0%,/,
COc1cc(C(=O)N2CCC(n3cnc4cc(F)ccc43)CC2)cc(OC)c1OC,5%,-2%,-4%,-6%,8,i,4,7%,/,
On1cnnc1-c1ccccc1,-16%,-13%,-2%,12%,2,i,0,26%,-1%,
CCOc1ccc2nc(NC(=O)c3ccc(S(=O)(=O)N4CCOCC4)cc3)sc2c1,-18%,0%,3%,5%,2,i,0,0%,1%,
c1ccc(COc2ccc(Oc3nc(N4CCCCC4)nc(N4CCOCC4)n3)nn2)cc1,0%,-14%,-2%,9%,7,i,4,2%,7%,
CC(=O)OC1c2c(ccc3ccc(=O)oc23)OC(C)(C)C1OC(=O)CC(C)C (centres undefined),/,/,-2%,10%,15,i,5,-4%,/,
CSc1nsc(NC(=O)Cc2ccccc2)n1,-5%,0%,7%,6%,9,i,7,-1%,11%,
c1coc(CNc2ncnc3ccccc23)c1,14%,16%,1%,15%,2,i,5,2%,-6%,
Cc1ccc(Cn2c(=N)n(CC(O)c3ccco3)c3ccccc32)cc1 (centres undefined),2%,3%,-3%,1%,3,i,8,-3%,12%,
Cc1cc(=O)[nH]c(SCC(=O)NCc2ccco2)n1,-38%,-32%,26%,8%,13,i,6,2%,2%,PMK inhibit pilot replicates=3.0;Spn MK inh pilot replicates=0.0;DPM-DC inhibit pilot screen %=2.5
CCOc1ccc(C(CC(=O)O)NC(=O)COc2ccccc2)cc1 (centres undefined),0%,-1%,-11%,3%,7,i,0,-2%,/,
Cn1c(COc2ccccc2)nnc1SCCN1CCOCC1,-2%,-8%,-2%,10%,17,i,16,-6%,/,
CCNC(=O)c1c(O)c2ccccc2[nH]c1=O,-15%,-26%,-4%,3%,0,i,0,-1%,1%,
O=C(NCCN1CCOCC1)c1ccc(CS(=O)(=O)c2c(Cl)cccc2Cl)o1,-6%,-1%,-4%,6%,0,i,6,4%,/,
O=C(C1CCCN(Cc2cccnc2)C1)N1CCCCC1 (centres undefined),-4%,-4%,4%,3%,5,i,45*,/,10%,
Fc1cc(F)c2nc(N3CCCCC3)sc2c1,2%,-1%,-6%,8%,12,i,7,9%,1%,
CC(C)C1Cc2[nH]c(=O)c(C(=O)O)cc2CO1 (centres undefined),-1%,-11%,-5%,5%,0,i,10,2%,2%,
COCCNC(C)C(=O)Nc1ccc(Br)cc1 (centres undefined),6%,1%,-10%,0%,12,i,35,-13%,9%,
Cc1csc2ncc(C(=O)NCc3ccc4c(c3)OCO4)c(=O)n12,67%*,45%,-8%,4%,4,i,4,-3%,-1%,
COc1cccc(Oc2coc3c(CN4CCOCC4)c(O)ccc3c2=O)c1,-6%,-5%,-2%,9%,10,/,8,3%,15%,
Cc1cc(NC(=O)C2CC(c3ccc(F)cc3)=NO2)n(-c2ccccc2)n1 (centres undefined),-8%,0%,-1%,10%,9,i,5,-5%,13%,
Cc1ccc(C(=O)Nc2c(C(=O)N3CCOCC3)cnn2-c2ccccc2)cc1,-21%,-9%,-3%,11%,7,i,4,6%,/,PMK inhibit pilot replicates=0.0;Spn MK inh pilot replicates=0.0;DPM-DC inhibit pilot screen %=0.0
CN(c1ccccc1)c1ccc(/C=c2\s/c(=C(/C#N)C(=O)C(C)(C)C)n(Cc3ccco3)c2=O)cc1,27%,10%,-112%,46%,8,i,4,-16%,15%,
CC1Cc2ccccc2N1C1=NS(=O)(=O)c2ccccc21 (centres undefined),5%,-2%,-6%,9%,11,i,6,0%,/,
COc1cccc(NC(=O)N[C@@H](Cc2ccccc2)C(=O)O)c1,-10%,-8%,-10%,7%,2,i,0,13%,10%,PMK inhibit pilot replicates=1.0;Spn MK inh pilot replicates=0.0;DPM-DC inhibit pilot screen %=0.0
CCc1ccc(NC(=O)CSc2nc3c(c(=O)n(C)c(=O)n3C)n2C)cc1,-10%,-6%,-4%,4%,5,i,8,-1%,9%,
CCCOc1ccc(C(=O)CCN2CCCCC2)cc1,-4%,18%,4%,6%,16,i,7,-6%,-14%,
CC1=CC2(C#N)C3(N=C(N)C2(C#N)C(c2ccccc2)N1)OCCO3 (centres undefined),8%,12%,-3%,4%,7,i,11,36%,/,
COCCn1c(N)c(S(=O)(=O)c2cccs2)c2nc3ccccc3nc21,5%,-2%,-3%,12%,10,/,9,11%,14%,
O=C(CC(C(=O)N1CCc2ccccc21)n1ccnc1)NCc1cccnc1 (centres undefined),-16%,-1%,3%,-3%,12,i,0,-3%,5%,PMK inhibit pilot replicates=0.5;Spn MK inh pilot replicates=0.0;DPM-DC inhibit pilot screen %=0.0
O=C(O)c1cccc(N2CCCCS2(=O)=O)c1,-5%,-6%,-3%,6%,15,i,8,49%,9%,
COc1cc2c(cc1OC)-c1cc(OCCN3CCOCC3)nc(=O)n1CC2,5%,10%,-2%,6%,1,/,12,-2%,13%,
COC(=O)c1ccc(C(=O)OC)c(NC(=O)CCc2ccc(C)o2)c1,-12%,-9%,1%,10%,1,i,7,1%,10%,
Cc1cc(NS(=O)(=O)c2ccc(NC(=O)CCN3C(=O)c4ccccc4C3=O)cc2)no1,/,/,-9%,13%,8,i,8,-7%,-11%,
COc1ccc(N2C(N)=C(C#N)C(c3cccnc3)C3=C2CC(C)(C)CC3=O)cc1 (centres undefined),-20%,2%,26%,8%,19,i,4,-4%,10%,PMK inhibit pilot replicates=4.0;Spn MK inh pilot replicates=0.0;DPM-DC inhibit pilot screen %=3.5
CCN(CC)c1nc(N)c2c(N)nc3c(c2c1C#N)CC(c1ccccc1)O3 (centres undefined),3%,15%,2%,1%,14,/,6,-6%,7%,
CCOC(=O)N1CCN(C(=O)c2ccc3c(c2)sc2nc(-c4ccc(OC)cc4)cn23)CC1,12%,19%,-7%,7%,9,i,9,/,/,
O=C(Nc1ccc(Cl)cc1)Nc1ccccc1C(=O)NCc1ccco1,8%,5%,-3%,9%,2,i,4,/,/,
CCOCC(O)CS(=O)(=O)c1ccccn1 (centres undefined),-10%,-10%,-3%,6%,1,i,7,0%,/,
Cc1cc(C)nc(NC(=O)NS(=O)(=O)N2CCCCCC2)n1,-13%,-9%,0%,3%,8,i,9,-10%,9%,
Cn1c(=O)c2sccc2n2c(CCCC(=O)NCc3ccc4c(c3)OCO4)nnc12,-8%,-16%,-3%,1%,15,i,1,/,7%,
CCOc1ccc2oc(C(=O)OCC(=O)NC(=O)NC3CCCC3)c(C)c2c1,-33%,-16%,-5%,7%,0,i,12,4%,6%,
COC(=O)c1ccc(COC(=O)c2[nH]c(C)c(C(C)=O)c2C)o1,-1%,0%,2%,7%,12,i,3,2%,5%,
COc1ccccc1N(CCC#N)C(=O)CSc1nc(-c2ccccc2)cn1N,-11%,-5%,0%,4%,16,i,5,2%,19%,
Cc1ccc(Cn2c(CN3CCOCC3)nc3c2c(=O)[nH]c(=O)n3C)cc1,-7%,-5%,-3%,4%,2,i,6,3%,8%,
N#Cc1nc(-c2ccco2)oc1N1CCc2ccccc2C1,-26%,0%,2%,7%,8,/,8,-4%,4%,
Cc1ccc(-n2c(N)c(C(=O)N3CCOCC3)sc2=S)cc1,-4%,0%,-10%,11%,0,i,6,-1%,15%,
COc1ccc(N/C(=N\c2nc(C)cc(C)n2)NC(C)=O)cc1OC,3%,4%,-5%,14%,0,i,5,8%,/,

# Reprinted at random: 2 compounds from above, in no set order.
SMILES,HPDE-C7 viability,KRASV12 cytotoxicity,Bfl-1 displacement,TNAP inhibition,PMK inhibit,DPM-DC inhibit,Spn MK inh,HT1080 cytotoxicity,LYP phosphatase,others
CCOc1ccc2oc(C(=O)OCC(=O)NC(=O)NC3CCCC3)c(C)c2c1,-33%,-16%,-5%,7%,0,i,12,4%,6%,
COc1ccc(N/C(=N\c2nc(C)cc(C)n2)NC(C)=O)cc1OC,3%,4%,-5%,14%,0,i,5,8%,/,

# Gathered by group: the compounds so far with a furan ring, fused or not
SMILES,HPDE-C7 viability,KRASV12 cytotoxicity,Bfl-1 displacement,TNAP inhibition,PMK inhibit,DPM-DC inhibit,Spn MK inh,HT1080 cytotoxicity,LYP phosphatase,others
COc1ccc(CCNS(=O)(=O)c2ccc(C(=O)NCc3ccco3)cc2)cc1OC,-13%,-3%,6%,15%,13,i,0,9%,3%,PMK inhibit pilot replicates=0.0;Spn MK inh pilot replicates=1.0;DPM-DC inhibit pilot screen %=0.0
c1coc(CNc2ncnc3ccccc23)c1,14%,16%,1%,15%,2,i,5,2%,-6%,
Cc1ccc(Cn2c(=N)n(CC(O)c3ccco3)c3ccccc32)cc1 (centres undefined),2%,3%,-3%,1%,3,i,8,-3%,12%,
Cc1cc(=O)[nH]c(SCC(=O)NCc2ccco2)n1,-38%,-32%,26%,8%,13,i,6,2%,2%,PMK inhibit pilot replicates=3.0;Spn MK inh pilot replicates=0.0;DPM-DC inhibit pilot screen %=2.5
O=C(NCCN1CCOCC1)c1ccc(CS(=O)(=O)c2c(Cl)cccc2Cl)o1,-6%,-1%,-4%,6%,0,i,6,4%,/,
CN(c1ccccc1)c1ccc(/C=c2\s/c(=C(/C#N)C(=O)C(C)(C)C)n(Cc3ccco3)c2=O)cc1,27%,10%,-112%,46%,8,i,4,-16%,15%,
COC(=O)c1ccc(C(=O)OC)c(NC(=O)CCc2ccc(C)o2)c1,-12%,-9%,1%,10%,1,i,7,1%,10%,
O=C(Nc1ccc(Cl)cc1)Nc1ccccc1C(=O)NCc1ccco1,8%,5%,-3%,9%,2,i,4,/,/,
CCOc1ccc2oc(C(=O)OCC(=O)NC(=O)NC3CCCC3)c(C)c2c1,-33%,-16%,-5%,7%,0,i,12,4%,6%,
COC(=O)c1ccc(COC(=O)c2[nH]c(C)c(C(C)=O)c2C)o1,-1%,0%,2%,7%,12,i,3,2%,5%,
N#Cc1nc(-c2ccco2)oc1N1CCc2ccccc2C1,-26%,0%,2%,7%,8,/,8,-4%,4%,
